Tb PGK inh: inhibitors of T. brucei phosphoglycerate kinase; P07378; PGK/GAPDH coupled, Kinase-Glo luminescence, 60 min; Potency, µM (top dose mostly 57.5 µM), for the others: top-dose activity change, negative = inhibition, hits mostly inhibitors; 380,000 compounds, 0.043% hits; AID 602233; also: potency is read from the fitted curve at half-maximal effect; % is scaled to controls: 0 for no effect and ±100 for the full control effect; nearly all actives have a fitted effect of over 60% in size
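Luminescent ATP detection (Kinase-Glo Plus) follows a 60-minute room-temperature incubation, with wells lacking PGK as controls. Buffer: 100 mM TEA (pH 7.6), 5 mM MgCl2, 0.01% Tween-20. Coupling enzyme GAPDH (100 nM final) supplies unstable 1,3-BPG in-well.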
POLK inh: DNA polymerase kappa (human) inhibition; Q9UBT6; purified Pol kappa, fluorescent DNA synthesis assay, 10 min; Potency, µM (doses to about 107 µM), for inactives: top-dose activity, negative = inhibition, usual class: inhibitors; 400,000 compounds, 0.53% hits; also: potency is read from the fitted curve at half-maximal effect; % is scaled to controls: 0 for no effect and ±100 for the full control effect
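50 nM final substrate added after 15 min RT preincubation of 10 nM Pol kappa with compound; fluorescence read at 0 and 10 min.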
Pol beta inh: blocks human DNA polymerase beta activity; 340,000 compounds, 1.3% hits; Pol beta primer extension/strand displacement, fluorescence kinetic; P06746; Potency, µM (titrated, usually from 114 µM), for the others: top-dose activity change, negative = inhibition, usual class: inhibitors; also: potency is read from the fitted curve at half-maximal effect; % is scaled to controls: 0 for no effect and ±100 for the full control effect
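Pol beta (10 nM) and compounds were preincubated 15 min at room temperature, then 50 nM substrate (final) started primer extension/strand displacement. Reads were taken at 0 and 10 min; concentration-response data were fitted to a four-parameter Hill equation.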
RXFP1 antag: blocks the human relaxin receptor RXFP1 | Q9HBX9 | HEK293-RXFP1, relaxin-stimulated cAMP HTRF, 30 min; stronger effect = lower value | activity change, negative = inhibition, % at 57.5 µM | 350,000 compounds, 0.59% hits | AID 1259400;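 active = activity change of -60% or lower, but not beyond a set lower limit; inconclusive = change between -60% and -40%, or beyond the set limit; inactive = change above -40%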; also: % is scaled to controls: 0 for no effect and ±100 for the full control effect
POLI inh: DNA polymerase iota (human) inhibition | Q9UNA4 | Pol iota fluorescent replication assay, 10 min | Potency, µM (titrated, usually from 115 µM), for inactives: at the highest dose activity, negative = inhibition, actives largely listed as inhibitors | 390,000 compounds, 1% hits; also: potency is read from the fitted curve at half-maximal effect
Target sequence (Q9UNA4 whole entry, looked up): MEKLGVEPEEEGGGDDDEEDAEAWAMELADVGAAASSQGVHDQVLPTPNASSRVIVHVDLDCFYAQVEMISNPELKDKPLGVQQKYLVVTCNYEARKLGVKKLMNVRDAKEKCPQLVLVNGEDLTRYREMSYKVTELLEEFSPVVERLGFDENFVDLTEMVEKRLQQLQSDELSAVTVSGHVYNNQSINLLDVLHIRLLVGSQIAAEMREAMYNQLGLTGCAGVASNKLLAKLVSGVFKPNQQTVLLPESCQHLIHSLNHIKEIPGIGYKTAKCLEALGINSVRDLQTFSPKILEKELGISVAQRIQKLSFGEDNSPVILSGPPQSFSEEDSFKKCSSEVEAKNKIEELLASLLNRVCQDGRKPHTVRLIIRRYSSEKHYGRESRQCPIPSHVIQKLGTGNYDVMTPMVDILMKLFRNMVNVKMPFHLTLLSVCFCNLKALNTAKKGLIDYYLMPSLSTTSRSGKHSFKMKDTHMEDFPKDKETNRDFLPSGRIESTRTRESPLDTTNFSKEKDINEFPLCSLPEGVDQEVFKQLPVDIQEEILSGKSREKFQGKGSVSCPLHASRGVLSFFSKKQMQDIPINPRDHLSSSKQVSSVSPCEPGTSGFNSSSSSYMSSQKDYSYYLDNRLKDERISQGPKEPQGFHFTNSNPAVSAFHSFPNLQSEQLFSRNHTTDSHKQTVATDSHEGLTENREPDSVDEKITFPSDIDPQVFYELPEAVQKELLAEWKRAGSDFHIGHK
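Fluorescent replication assay read twice, at 0 min and 10 min after adding 50 nM (final) substrate. Enzyme (10 nM) and compounds were first incubated 15 min at room temperature; enzyme-free buffer wells were negative controls.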
Pol eta inh: blocks human DNA polymerase eta activity | Q9Y253 | recombinant Pol eta, fluorescent DNA replication assay | Potency, µM (top dose mostly 114 µM), for the others: at the highest dose activity change, negative = inhibition, usual class: inhibitors | 390,000 compounds, 1.2% hits; also: potency is read from the fitted curve at half-maximal effect; % is scaled to controls: 0 for no effect and ±100 for the full control effect
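Pol eta at 10 nM preincubated with compounds 15 min at room temperature; reaction started with fluorescent substrate (50 nM final) and read kinetically at 0 and 10 min.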
APE1 inh: blocks human APE1 abasic DNA cleavage; 350,000 compounds, 0.35% hits; recombinant APE1, TAMRA/BHQ-2 abasic DNA cleavage fluorescence; Potency, µM (top dose mostly 65.8 µM), for the others: at the highest dose activity change, negative = inhibition, actives largely listed as inhibitors; P27695;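 also: potency is read from the fitted curve at half-maximal effect; plate controls were vehicle for no effect and reference inhibitor for full effect; nearly all actives have a fitted effect of over 55% in size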
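Kinetic fluorescence read (525 ex/598 em nm, three reads 60 s apart) of AP-site incision; signal = third minus first read. Enzyme 0.75 nM, dual-labelled THF duplex 50 nM, compound preincubation 15 min RT.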
Apoferritin bind: candidate novel general anesthetic via apoferritin binding; Potency, µM (top dose mostly 77.5 µM), for inactives: at the highest dose activity change, negative = displacement, hits mostly inhibitors; apoferritin/1-aminoanthracene competitive binding, fluorescence; 350,000 compounds, 0.074% hits; P02791; also: potency is read from the fitted curve at half-maximal effect; % is scaled to controls: 0 for no effect and ±100 for the full control effect; nearly all actives have a fitted effect of over 20% in size
Target sequence (P02791 2-175 limits assumed): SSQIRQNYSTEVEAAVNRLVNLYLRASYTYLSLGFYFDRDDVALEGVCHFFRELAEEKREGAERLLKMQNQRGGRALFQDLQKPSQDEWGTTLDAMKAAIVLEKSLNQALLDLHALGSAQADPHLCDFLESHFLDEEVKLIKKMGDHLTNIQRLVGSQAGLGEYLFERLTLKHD
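Concentration-response curves derived by four-parameter Hill fitting of normalized fluorescence, where compounds displaced 1-AMA from 10 uM horse apoferritin following a brief 10 min room-temperature incubation; propofol titration acted as positive control.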
BLM helicase inh: inhibitors of human Bloom syndrome helicase BLM; P54132; recombinant BLM DNA unwinding, fluorescence dequenching; Potency, µM (top dose mostly 56.1 µM), for the others: at the top dose activity change, negative = inhibition, hits mostly inhibitors; 350,000 compounds, 0.2% hits; AID 2528;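 also: potency is read from the fitted curve at half-maximal effect; plate controls were vehicle for no effect and no enzyme for full effect; nearly all actives have a fitted effect of over 35% in size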
Starred values were filed as active, the others as inactive; i = inactive; u = inconclusive; x = no result given; & = joins results of further samples; [ ] = another dose, or the depositor's remark. Unless noted, calls follow the shape of the dose curve; as a rule, active = well fitted curve in the direction sought with a large enough effect; inconclusive = small, poorly fitted or top-dose-only effect, or another doubt; inactive = no such curve, though single readings can be large; an effect the other way counts as inactive or inconclusive. The list is partial, so the mix of outcomes need not match the whole.

SMILES	Tb PGK inh	POLK inh	Pol beta inh	RXFP1 antag	POLI inh	Pol eta inh	APE1 inh	Apoferritin bind	BLM helicase inh
CC(C)c1ccc[n+](-c2nc([O-])sc2C=O)c1	i	-7%	12%	-3	0%[58.9 µM]	-12%	19%	-10%	-2%
O=C(Nc1ccc(S(=O)(=O)NCc2ccco2)cc1)C1CCCCC1	-2%	-15%	-28%	6	u	-9%	2%	-18%	-6%
Cc1ccc(OCC(=O)N(Cc2cccs2)C2CCS(=O)(=O)C2)cc1 (stereo not drawn)	-6%	-1%	0%	-22	1%	-9%	3%	1%	1%
CCS(=O)(=O)N1CCN(C(=O)CC(C)C)CC1	-1%	-8%	u	-8	2%	8%	3%	-3%	3%
Cc1ccc2nc(-c3ccc(F)cc3)nc(SCC(=O)NCC3CCCO3)c2c1 (stereo not drawn)	-7%	5%	15%	-14	-1%	-4%	7%	-3%	1%
COC(=O)/C=C1/C(=O)N/C(=N\c2nc(C)cc(C)n2)N1c1ccc(OC)cc1	1%	3%	18%	-11	87%[activator]	-21%	-3%	-1%	-1%
CN1CCN(CCCNC(=O)c2nnc(Cc3c(F)cccc3Cl)o2)CC1	i	7%	-2%	-22	1%	-3%	-4%	-9%	0%
O=C(NCc1ccco1)C1(S(=O)(=O)c2ccccc2)CC=CC1	-2%	-10%	47%	x	10%	0%	-7%	-5%	0%
COC1=CC(=O)C=C(OC)C1(O)CC(C)=O	i	11%	x	x	22%	0%	x	x	x
O=C(Cc1cccs1)Nc1ccccc1	i	-1%	70%	-1	6%	-18%	10%	-22%	-1%
COCCCNCCOCCOc1ccc(C)cc1Br	-7%	3%	11%	-7	87%[activator]	-18%	3%	32%[activator]	-9%
NS(=O)(=O)c1cc(C(=O)OCC(=O)NNC(=O)c2ccccc2)ccc1Cl	i	-3%	x	-8	21%	-1%	12%	x	x
Oc1ccc(-c2nc(-c3ccc(O)c(O)c3)cs2)cc1	-7%	u	40µM*	-11	u	u	u	-6%	-13%
COc1ccc(CNc2ccc3c(c2)nc(C)n3C)cc1OC	0%	-7%	-1%	0	-10%	-10%	17%	-4%	0%
O=[N+]([O-])c1ccc(N(CC2CO2)S(=O)(=O)c2ccccc2)cc1 (stereo not drawn)	3%	-22%	-19%	11	27%	0%	-4%[12.4 µM]	-7%	-1%
O=C(NNS(=O)(=O)c1ccccc1[N+](=O)[O-])c1ccccc1[N+](=O)[O-]	-7%	-4%	-2%	x	17%	-3%	-2%	-9%	3%
COc1ccc(-n2nc(C(=O)Nc3ccc(Cl)cn3)c3c4ccccc4n(C)c3c2=O)cc1	x	-10%	u	2	28%	x	x	1%	-2%
Cc1[nH]n(-c2cccc(Cl)c2)c(=O)c1C=NC12CN3CN(CN(C3)C1)C2	-6%	-2%	5%	-7	1%	-6%	2%	-10%	1%
Clc1ccccc1CSc1nnc(/C=C/c2ccccc2)o1	i	-24%	29%	-6	2%	-3%	-3%	u	-6%
COc1cc(/C=C/C(=O)NCc2ccccn2)cc(OC)c1OC	-17%	-5%	9%	8	8%	-13%	-7%	-3%	3%
Cc1cccc(OCC(=O)N2CCc3ccccc3C2)c1	i	-11%	26%	0	141%[activator]	-4%	-4%	u	-4%
CC(=O)c1ccc(C(=O)Nc2sc3c(c2C(N)=O)CCN(Cc2ccccc2)C3)cc1	x	x	u	x	x	x	24%	u	-7%
COc1cccc(NS(=O)(=O)c2cc(C)sc2C)c1	-10%	-1%	18%	2	56%[activator]	-3%	2%	u	-2%
Oc1ccc2ccccc2c1/C=N/Nc1ccccc1	i	-6%	-7%	0	u	-1%	-2%	-14%	-7%
COc1cc(OC)c(NC(=O)n2ncc3cc(Cl)ccc32)cc1Cl	-1%	4%	0%	2	11%	-14%	x	5%	-7%
Following part:
SMILES	Tb PGK inh	POLK inh	Pol beta inh	RXFP1 antag	POLI inh	Pol eta inh	APE1 inh	Apoferritin bind	BLM helicase inh
NC1=CC(=O)c2cccc3cccc1c23	x	x	u	x	x	x	-11%	-5%	-7%
OC[C@@H]1O[C@H](O)[C@H](O)[C@@H](O)[C@@H]1O	x	-3%[60.1 µM]	x	x	x	x	23%	-8%	0%
CC(=O)N(C(C)=O)c1ccc2nc(C)[nH]c(=O)c2c1	x	-5%	u	-9	3%	-3%	-4%	-4%	0%
COc1ccccc1/C=C/C=N/n1c(C)nnc1C	-7%	-5%	22%	-6	38%[activator]	-14%	1%	3%	4%
CC(NC(=O)c1cc(Sc2ccc(F)cc2F)nc2ccccc12)c1ccccc1 (stereo not drawn)	1%	-5%[60.1 µM]	-6%	-9	1%	-5%	x	3%	-11%
CC(C)CCCN1C(N(C)C)=NC[C@@H]1C	-2%	-4%	x	x	1%	-1%	3%	x	x
COc1cccc(OC)c1C(=O)Nc1ccc(CN2CCCCC2)cc1	-4%	-11%	-3%	8	6%	-8%	-1%	-8%	-2%
CCNc1c(NS(=O)(=O)c2ccc(Cl)s2)c(=O)oc2ccccc12	-4%	-9%	24%	2	41%[activator]	-15%	-2%	-7%	1%
CCN(C(=O)CCNC(=O)Cn1cnc2ccccc2c1=O)c1cccc(Cl)c1	-7%	0%&6%	15%&-2%	-5	44%&26%[activator]	-11%&-19%	17%	-8%&-5%	1%&3%
CCC(=O)N(CC)c1nc(-c2cc(OC)ccc2OC)cs1	x	-2%	-3%	-3	-12%	-14%	5%	14%	-7%
Cc1sc(N/N=C/c2cccs2)nc1-c1ccccc1	i	-14%	-22%	-35	-11%	-13%	-2%	-7%	-4%
COc1ccc(OC)c(NC(=O)CSc2nnc(C)n2Cc2ccccc2)c1	-1%	-4%	-9%	22	-14%	9%	0%	-1%	1%
Cc1ccc(-c2cc(=O)c3ccc(F)cc3[nH]2)cc1	-4%	-3%	-3%	x	u	-5%	0%	-4%	-3%
O=C(N=Nc1c(O)n(C2OC(=O)c3ccccc32)c2ccccc12)c1ccc(O)cc1 (stereo not drawn)	i	2%	1%	-19	-6%	-12%	1%	-15%	-1%
Cc1cc(C(=O)NC(C)C)on1	0%	-1%	0%	5	3%	-12%	-2%	-6%	-7%
COc1ccc(/C=C/C(=O)Nc2ccc3nc(N4CCC(C)CC4)cc(C)c3c2)cc1	i	-8%	10%	x	u	-1%	x	-11%	3%
CCOc1ccc2oc(=O)cc(CN3CCN(Cc4ccc(C)cc4)CC3)c2c1	-7%	0%	0%	-13	24%	-18%	x	u	1%
O=C1N/C(=C\c2ccsc2)C(=O)N1Cc1ccc(F)cc1	-3%	-5%	-1%	-6	11%	0%	1%	-1%	-3%
CCc1ccc(NCc2cc3cc4c(cc3n(CC(=O)Nc3ccccc3OC)c2=O)OCCO4)cc1	0%	1%	u	x	37%[activator]	-8%	x	71%[activator]	-10%
CC1(C)CC(=O)C2=C(C1)Nc1ccccc1NC2c1nc2ccccc2[nH]1 (stereo not drawn)	i	6%	-20%	x	7%	-5%	-9%	1%	1%
O=C(COC(=O)CNC(=O)c1ccc(Br)o1)Nc1ccc2c(c1)OCCO2	-1%	-4%	-8%	3	5%	3%	-7%	u	-1%
COc1ccc(NC(=O)CN(C)C(=O)c2c(C)nn(Cc3ccccc3)c2C)cc1	8%	0%	x	-5	4%	-14%	3%	x	x
COc1cc(NC(=O)c2ccc(-n3cnc4cccnc43)cc2)cc(OC)c1	-1%	-6%	4%	x	-17%	-1%	x	-7%	-2%
CCc1cc2c(SCC(=O)NC(=O)c3cccn3C)ncnc2s1	-4%	-9%	18%	-6	33%[activator]	-3%	-4%	-19%	-3%
Cc1nc([N+](=O)[O-])c(Br)n1CC(=O)c1ccccc1	-8%	-22%	1%	-7	u	0%	4%	-14%	-4%

An excerpt from above in order of the POLI inh value, low to high.
Compound | Tb PGK inh | POLK inh | Pol beta inh | RXFP1 antag | POLI inh | Pol eta inh | APE1 inh | BLM helicase inh
COc1ccc(CNc2ccc3c(c2)nc(C)n3C)cc1OC | 0% | -7% | -1% | 0 | -10% | -10% | 17% | 0%
CC(NC(=O)c1cc(Sc2ccc(F)cc2F)nc2ccccc12)c1ccccc1 (stereo not drawn) | 1% | -5%[60.1 µM] | -6% | -9 | 1% | -5% | x | -11%
Cc1cc(C(=O)NC(C)C)on1 | 0% | -1% | 0% | 5 | 3% | -12% | -2% | -7%

The list goes on.
SMILES	Tb PGK inh	POLK inh	Pol beta inh	RXFP1 antag	POLI inh	Pol eta inh	APE1 inh	Apoferritin bind	BLM helicase inh
Cc1ccc(-n2nc(C)cc2N)c(C)c1	i	-11%	1%	-3	u	-4%	-5%	-4%	0%
CCCOC(=O)c1c(-c2ccccc2)c(-c2ccccc2)nn(C)c1=O	-3%	-3%	-8%	-65*	8%	-21%	x	u	1%
CCOc1ccc(CNC(=O)C(CC)n2nc(C)n3c(cc4occc43)c2=O)cc1OC (stereo not drawn)	4%	-8%	-7%	5	4%	1%	0%	-2%	0%
COc1cccc(CNC(=O)Cc2ccc(-n3c(=O)[nH]c4ccccc4c3=O)cc2)c1	4%	-9%	86%	x	16%	-18%	3%	-2%	0%
C[C@H]1COC(=O)[C@@H](Cc2ccc(F)cc2)CC/C=C/C[C@H](CC(=O)N(CCO)Cc2ccccc2)C(=O)N1	-1%	-6%	x	x	9%	-3%	-13%	x	x
O=C(Nc1cccc(NC(=O)c2ccccc2)n1)c1ccccc1	i	-3%	-23%	-3	119%[activator]	-20%	40%	-23%	-13%
Cc1cc(C)c2c(n1)nn1c(NCCCN3CCOCC3)cc(C)nc21	-7%	-17%	x	11	8%	7%	x	x	x
Cc1ccc(-c2nn3c(C)nnc3c3ccccc23)cc1S(=O)(=O)NC(C)c1ccccc1 (stereo not drawn)	i	10%	32%	0	-5%	-17%	7%	-20%	-2%
C=CCn1c(SCC(=O)N2CCOCC2)nc2scc(-c3ccco3)c2c1=O	u	u	28µM*	14	16µM*	32µM*	-15%	u	18µM*
CCC(C)NC(=O)CN(C1CCCCC1)S(=O)(=O)c1ccc(F)cc1 (stereo not drawn)	5%	-13%	40%	-4	21%	-12%	5%	-7%	0%
COCCn1c(=O)[nH]c2cc(C(=O)N3CCN(c4ccccc4OC)CC3)ccc2c1=O	-5%	-17%	18%	-14	17%	8%	2%	-11%	3%
